# ZTA DNA inh: counter-screen for EBNA-1 inhibitors: inhibitors of Epstein-Barr virus ZTA; 320,000 compounds, 0.15% hits; AID 2234; inhibition, % at 11 µM; ZTA-DNA binding, fluorescence polarization; P03206; in the data active = inhibition above about 33%
# Fam108B inh: blocks mouse Fam108B hydrolase in RBBP9 counter-screen | AID 1947 | inhibition, % at 9.51 µM | 300,000 compounds, 0.33% hits | recombinant Fam108B, FP-Rh probe fluorescence polarization;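 active = inhibition above the screen mean inhibition plus 3 SD, computed separately per campaign, cut at about 18% in these data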;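 note: inhibitors lower polarization as less probe binds the enzyme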
# GLD-1 RNA inh: GLD-1-TGE RNA interaction inhibition (C. elegans); Q17339; purified GLD-1 + fluorescein TGE RNA, fluorescence polarization; inhibition, % at 5.96 µM; 320,000 compounds, 0.44% hits;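 active = percent inhibition above a per-plate cutoff, the plate mean of test compounds plus 3 SD, cut at about 30% in these data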;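 note: 0% = DMSO wells with GLD-1 and probe and 100% = wells lacking GLD-1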
# Efflux pump mplx: blocks antifungal efflux pumps in multiplex yeast assay; S. cerevisiae Candida pump triplex, Nile Red efflux; inhibition, % at 10 µM; 330,000 compounds, 0.44% hits; AID 485275;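 active = plate passing quality check with inhibition over a set limit, or well fluorescence over plate mean plus 4 SD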;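 note: Nile Red retained in pooled yeast measured as flow cytometry median fluorescence; 0% = buffer negative control and 100% = Enniatin B positive control; higher means more Nile Red kept so more efflux inhibition; some compounds called inactive have numbers as strong as hits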
# EBNA-1 inhibitor: blocks EBNA-1 binding to DNA; inhibition, % at 14.8 µM; 300,000 compounds, 0.34% hits; EBNA-1 DNA binding, fluorescence polarization; in the data active = inhibition above about 28%
# MCL1 BIM primary: MCL1-BIM-BH3 interaction inhibition (human); Q07820; GST-MCL1 / FITC-Bim-BH3 fluorescence polarization; inhibition, % at 10.9 µM; 320,000 compounds, 0.68% hits;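 active = inhibition above the mean inhibition of all tested compounds plus 3 SD, set per campaign, cut at about 40% in these data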;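 note: 0% = DMSO wells and 100% = unlabeled Bim-BH3 peptide control; higher means more loss of mP so more displacement of Bim peptide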
# Yeast superoxide: yeast age-related superoxide inhibition as caloric restriction mimetic | S. cerevisiae aged cells, superoxide DHE fluorescence; stronger effect = lower value | superoxide response (% of plate mean), % at 10 µM | 330,000 compounds, 0.18% hits;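 active = superoxide response under a set limit, about three screen SD below normal, cut at about 65% in these data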;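 note: yeast aged for seven days with compound at 30 °C before DHE staining; 100% = average MFI of all compound-treated wells on the plate with controls excluded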
# MEX-5 binding: C. elegans MEX-5 TCR-2 RNA binding activity | Q9XUB2 | MEX-5/FITC-TCR2 RNA binding, fluorescence polarization; stronger effect = lower value | activity score (negative = inhibition of binding), % at 10 µM | 300,000 compounds, 0.38% hits | AID 1832;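 active = inhibition past about -25% in most replicates, and total fluorescence under double the plate's negative control median, limit read from the data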;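 note: 0% = DMSO and -100% = 5 µM competing unlabeled TCR2 RNA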
# Target sequence (Q9XUB2 whole entry, looked up): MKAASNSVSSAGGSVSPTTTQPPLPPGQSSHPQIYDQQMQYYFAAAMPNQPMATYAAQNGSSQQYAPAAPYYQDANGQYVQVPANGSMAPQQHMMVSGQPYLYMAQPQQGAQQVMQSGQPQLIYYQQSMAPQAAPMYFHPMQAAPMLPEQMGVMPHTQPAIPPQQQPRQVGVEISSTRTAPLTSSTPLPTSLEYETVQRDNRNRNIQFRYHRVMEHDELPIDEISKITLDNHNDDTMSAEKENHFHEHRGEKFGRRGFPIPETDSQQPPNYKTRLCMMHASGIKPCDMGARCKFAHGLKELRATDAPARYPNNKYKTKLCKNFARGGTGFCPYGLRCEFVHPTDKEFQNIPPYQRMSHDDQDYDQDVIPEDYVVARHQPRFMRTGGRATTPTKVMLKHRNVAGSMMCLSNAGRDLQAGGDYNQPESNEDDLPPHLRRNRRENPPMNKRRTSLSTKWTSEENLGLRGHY
# BCLXL inh: inhibitors of human Bcl-xL. Q07817. GST-Bcl-xL / FITC-Bim BH3 peptide fluorescence polarization. inhibition, % at 10.9 µM. 320,000 compounds, 0.7% hits;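 active = inhibition above the mean of all tested compounds plus 3 SD, cutoff set per campaign, cut at about 30% in these data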;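 note: 0% = DMSO wells and 100% = unlabeled Bim-BH3 peptide competitor; inhibitors lower millipolarization by displacing the labeled peptide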
# Target sequence (Q07817 whole entry, looked up): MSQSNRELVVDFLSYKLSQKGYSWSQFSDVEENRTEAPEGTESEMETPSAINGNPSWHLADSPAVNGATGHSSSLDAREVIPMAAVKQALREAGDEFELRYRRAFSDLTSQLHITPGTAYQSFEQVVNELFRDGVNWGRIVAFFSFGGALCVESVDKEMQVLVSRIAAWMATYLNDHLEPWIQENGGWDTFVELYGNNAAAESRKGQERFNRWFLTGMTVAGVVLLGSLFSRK
# The depositor's hits bear a star; nt = no result given. Compounds as they come. Share with any hit: about 2.3%.
# Letter code: A = ZTA DNA inh; B = Fam108B inh; C = GLD-1 RNA inh; D = Efflux pump mplx; E = EBNA-1 inhibitor; F = MCL1 BIM primary; G = Yeast superoxide; H = MEX-5 binding; I = BCLXL inh
1: CS(=O)(=O)Oc1ccc(Br)cc1/C=C1/N=C(c2ccco2)OC1=O
  A: -8	B: 1	C: -1	D: -0.1	E: 2	F: 9	G: 89	H: 2.4	I: 8
2: O=C(CCNS(=O)(=O)c1ccccc1)N1CCOCC1
  A: -11	B: 1	C: 1	D: 0.5	E: -14	F: 9	G: 102	H: -2.9	I: 3
3: CCCn1nc(NC(C)=O)c2cc3cccc(C)c3nc21
  A: -1	B: -1	C: -5	D: 0.0	E: -8	F: 1	G: 109	H: 2.2	I: 0
4: CN(C)Cc1cc(C(C)(C)C)c(O)c(C(C)(C)C)c1
  A: -16	B: -4	C: -3	D: 0.2	E: -15	F: 1	G: 126	H: 1.1	I: 3
5: O=C(Nc1cccnc1)c1cc(-c2ccccc2)on1
  A: -4	B: -3	C: -4	D: 0.0	E: 3	F: 2	G: 87	H: 0.9	I: 5
6: Cc1ccc2c(CC(=O)OC(C)C(=O)Nc3ncc(Cl)cc3Cl)coc2c1 (stereo not given)
  A: 8	B: -9	C: 2	D: -0.1	E: 9	F: 4	G: 93	H: nt	I: 1
7: COC(=O)C1=C(C(=O)OC)[C@@H]2N(C)c3ccccc3[C@@]23C[C@@H](CO)N(C(=O)C2CCC2)C3=N1
  A: -11	B: 0	C: -8	D: 0.1	E: -4	F: -1	G: 108	H: 3.2	I: -4
8: COc1ccc(-c2cc(N)n(S(=O)(=O)c3ccc(F)cc3)n2)cc1OC
  A: 1	B: 0	C: -2	D: 0.2	E: -1	F: -3	G: 99	H: 3.0	I: 2
9: CSc1sc(C(=O)NNC(C)=O)c2c1C=CCC2
  A: 3	B: 2	C: -1	D: 0.0	E: 21	F: 7	G: 103	H: -1.5	I: 6
10: COc1ccc(Cn2c(=O)[nH]c3cc(C(=O)NCCCN4CCCC4)ccc3c2=O)cc1
  A: 5	B: -2	C: -7	D: 0.0	E: -3	F: 1	G: 101	H: 1.6	I: -2

# Profiles, looked up by structure. Order of screens: ZTA DNA inh, Fam108B inh, GLD-1 RNA inh, Efflux pump mplx, EBNA-1 inhibitor, MCL1 BIM primary, Yeast superoxide, MEX-5 binding, BCLXL inh
# `O=C(Nc1cccnc1)c1cc(-c2ccccc2)on1` is listed with -4, -3, -4, 0.0, 3, 2, 87, 0.9, 5
# `CSc1sc(C(=O)NNC(C)=O)c2c1C=CCC2` is listed with 3, 2, -1, 0.0, 21, 7, 103, -1.5, 6
# `CCCn1nc(NC(C)=O)c2cc3cccc(C)c3nc21` is listed with -1, -1, -5, 0.0, -8, 1, 109, 2.2, 0

# More structures follow.
# Letter code: A = ZTA DNA inh; B = Fam108B inh; C = GLD-1 RNA inh; D = Efflux pump mplx; E = EBNA-1 inhibitor; F = MCL1 BIM primary; G = Yeast superoxide; H = MEX-5 binding; I = BCLXL inh
11: CC1CCCCN1C(=O)C1CCN(c2nc(-c3ccccc3)nc3c2CCC3)CC1 (stereo not given)
  A: 8	B: -1	C: 2	D: 0.1	E: 3	F: -1	G: 122	H: 1.7	I: 3
12: COc1ccc(NC(=O)CN(C)C(=O)C2CCCO2)cc1 (stereo not given)
  A: -1	B: nt	C: 1	D: 0.2	E: nt	F: 7	G: 92	H: nt	I: 2
13: O=C(O)CCCNc1c(C(=O)Nc2ccc(Cl)cc2)cc([N+](=O)[O-])cc1[N+](=O)[O-]
  A: -13	B: 5	C: 6	D: 0.1	E: 7	F: 0	G: 142	H: -0.5	I: 1
14: COc1ccc(NC(=O)c2ccc(C(=O)c3ccccc3)o2)cc1
  A: 5	B: -1	C: 6	D: 0.1	E: 12	F: 0	G: 115	H: nt	I: 1
15: CCn1c(=N)n(CC(O)COc2cccc(C)c2)c2ccccc21 (stereo not given)
  A: -5	B: 3	C: 5	D: 0.5	E: -11	F: -2	G: 120	H: -0.7	I: -6
16: Cc1nn(Cc2ccc(F)cc2)c(Cl)c1/C=N/NC(=O)c1ccccc1
  A: 3	B: 5	C: 2	D: 0.0	E: 7	F: 3	G: 94	H: 0.6	I: 3
17: Cc1cc2nc3c(c(=O)n2[nH]1)CCCC3
  A: 0	B: 1	C: 1	D: 0.0	E: 3	F: -1	G: 109	H: 0.5	I: 2
18: O=C(COc1ccccc1)Nc1ccc(N2CCCCC2)cc1
  A: -12	B: 1	C: 2	D: 0.0	E: 2	F: 7	G: 112	H: -0.5	I: 4
19: CC(C)Cc1ccc(C(C)NC(=O)c2ccc(=O)[nH]c2)cc1 (stereo not given)
  A: 10	B: 0	C: 2	D: -0.2	E: -5	F: -1	G: 105	H: -3.4	I: -8
20: CC(=O)c1ccc(OCCCC(=O)N2CCN(S(=O)(=O)c3ccc(C(C)C)cc3)CC2)cc1
  A: 7	B: 4	C: 4	D: 0.0	E: 3	F: -11	G: 82	H: 6.8	I: -9

# Values by screen from above:
# Compounds 9 to 13 in ZTA DNA inh read 3, 5, 8, -1, -13
# Compounds 9 to 13 in MCL1 BIM primary read 7, 1, -1, 7, 0

# The list goes on.
# Results follow in this order: ZTA DNA inh	Fam108B inh	GLD-1 RNA inh	Efflux pump mplx	EBNA-1 inhibitor	MCL1 BIM primary	Yeast superoxide	MEX-5 binding	BCLXL inh
21	COc1cccc(N2CCN(CC(=O)NC3=Nc4ccccc4N=C(C)C3c3ccccc3)CC2)c1 (stereo not given)
  10	0	6	0.2	-2	4	103	1.0	4
22	CCCc1cc(C(=O)N2CCCC(C(=O)c3cccc4ccccc34)C2)n(C)n1 (stereo not given)
  1	-2	7	0.1	-2	6	104	-0.3	7
23	Cc1ccc(S(=O)(=O)Nc2cc(-c3ccccc3)nn2C)cc1
  -7	2	4	0.5*	-15	0	85	-1.2	8
24	COc1ccc(OC)c(CNC(=O)Cc2c(C(=O)O)[nH]c3ccccc23)c1
  -10	-1	1	0.0	5	-1	109	0.1	1
25	CCc1ccccc1NC(=O)CNC(=O)c1ccc(-n2cncn2)c([N+](=O)[O-])c1
  -4	-2	4	-0.2	8	-2	99	0.1	2
26	Cc1cc(C)c(C2=Nn3c(C)nnc3SC2C)cc1C (stereo not given)
  -3	3	3	-0.1	-18	-1	84	1.1	-4
27	CC1=NN(C(=O)c2ccoc2C)C(O)(C(F)(F)F)C1 (stereo not given)
  7	-1	-7	-0.1	-3	3	89	-2.8	4
28	COc1ccc(NC(=O)c2cc(-c3ccc4c(c3)OCO4)on2)cc1
  -5	0	5	0.4	-11	1	126	-1.2	0

# Taken from above:
# no. 28 in MCL1 BIM primary has 1
# no. 23 in EBNA-1 inhibitor has -15

# Compounds from the list above that contain a COOH group, in the order listed:
# Results follow in this order: ZTA DNA inh	Fam108B inh	GLD-1 RNA inh	Efflux pump mplx	EBNA-1 inhibitor	MCL1 BIM primary	Yeast superoxide	MEX-5 binding	BCLXL inh
13	O=C(O)CCCNc1c(C(=O)Nc2ccc(Cl)cc2)cc([N+](=O)[O-])cc1[N+](=O)[O-]
  -13	5	6	0.1	7	0	142	-0.5	1
24	COc1ccc(OC)c(CNC(=O)Cc2c(C(=O)O)[nH]c3ccccc23)c1
  -10	-1	1	0.0	5	-1	109	0.1	1
